DYRK1A inh = rat Dyrk1A kinase inhibitors, primary screen, biochemical, single point, plate reader; Dual specificity tyrosine-phosphorylation-regulated kinase 1A (Rattus norvegicus), Q63470; ADP-Glo luminescence, NFATc1 peptide; inhibition, % at 12.5 µM; 0.43% of 310,000 active; in the data active = inhibition above about 50%;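 note: plate controls were vehicle with enzyme for no effect and no enzyme for full effect; many of its hits are not listed in these tables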
KCNK3 inh = human KCNK3 channel inhibitors, primary screen, CHO cells, FluxOR thallium flux, B-score; Potassium channel subfamily K member 3 (Homo sapiens), O14649; FluxOR fluorescence; active compounds read low; B-score at 10 µM; 0.84% of 340,000 active;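 active = B-score under library mean minus 4 SD, starting fluorescence ratio at most library mean plus 5 SD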;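 note: more negative B-score means stronger inhibition of thallium flux through KCNK3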
KCNK9 block = KCNK9 potassium channel inhibitors, primary screen, HEK293 cells, thallium flux; Potassium channel subfamily K member 9 (Homo sapiens), Q9NPC2; FluxOR thallium flux fluorescence; active compounds read low; B-score at 10 µM; 1.2% of 310,000 active; AID 488922, 2010;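 active = ratio B-score over 3 SD below the library mean, with starting fluorescence within 5 SD of its mean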;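 note: negative B-score means less thallium flux so channel inhibition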
Target sequence (Q9NPC2 whole entry, looked up): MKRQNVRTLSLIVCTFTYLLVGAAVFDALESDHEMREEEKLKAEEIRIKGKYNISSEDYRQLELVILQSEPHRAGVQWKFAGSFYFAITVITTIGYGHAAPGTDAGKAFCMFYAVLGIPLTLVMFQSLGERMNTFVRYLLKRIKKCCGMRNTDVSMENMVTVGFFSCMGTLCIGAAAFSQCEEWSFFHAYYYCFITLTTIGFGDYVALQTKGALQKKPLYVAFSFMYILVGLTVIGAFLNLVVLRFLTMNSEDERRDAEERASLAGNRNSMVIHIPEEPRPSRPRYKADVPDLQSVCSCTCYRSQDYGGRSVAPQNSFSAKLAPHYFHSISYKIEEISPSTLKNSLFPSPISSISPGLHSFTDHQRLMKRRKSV
GSK3B inh = human GSK3beta kinase inhibitors, primary screen, biochemical, cell-free homogeneous, HTS. 0.038% of 300,000 active. Glycogen synthase kinase-3 beta (Homo sapiens), P49841. GST-GSK3beta kinase, ADP-Glo luminescence, 60 min; active compounds read low. activity score (negative = inhibition), % at 10 µM;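 active = more than half of replicate wells score below -50%, meaning over 50% inhibition versus plate controls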;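 note: 0% = median DMSO wells and -100% = median GW8510 positive control wells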
Target sequence (P49841 whole entry, looked up): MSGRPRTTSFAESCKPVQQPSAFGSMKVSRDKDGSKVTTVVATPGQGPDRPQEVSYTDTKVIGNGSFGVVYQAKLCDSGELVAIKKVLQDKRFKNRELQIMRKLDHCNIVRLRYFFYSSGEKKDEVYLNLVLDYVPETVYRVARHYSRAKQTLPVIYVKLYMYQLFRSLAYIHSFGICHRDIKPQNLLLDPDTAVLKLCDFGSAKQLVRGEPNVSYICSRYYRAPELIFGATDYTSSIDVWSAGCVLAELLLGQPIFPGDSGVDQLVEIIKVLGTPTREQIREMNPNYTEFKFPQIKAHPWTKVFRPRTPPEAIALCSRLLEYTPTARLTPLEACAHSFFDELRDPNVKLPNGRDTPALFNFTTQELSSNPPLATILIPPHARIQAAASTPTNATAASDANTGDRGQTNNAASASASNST
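Test system – GST-tagged human GSK3beta kinase, cell-free · Incubation – 60 min enzyme reaction, room temperature · Signal – ADP-Glo luminescence · Also added – peptide substrate and ATP at 25 µM · Controls – DMSO neutral wells and GW8510 at 20 µM as positive · Buffer or medium – Tris/MgCl2 kinase buffer · Measure – Luminescence-derived activity versus plate DMSO and GW8510 wells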
RGS4 block = RGS4 inhibitors, primary screen, cell-based, HEK293 M3R inducible RGS4, calcium flux | Regulator of G-protein signaling 4 (Homo sapiens), P49798 | Fluo-4 calcium flux; active compounds read high; triggered by carbachol at its EC20 | B-score at 10 µM | 0.45% of 310,000 active | AID 463165, 2010;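 active = B-score, a plate-corrected calcium signal, over three deviations above library mean, with baseline fluorescence within five deviations of library mean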;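 note: RGS4 expression induced by doxycycline in cells with stable M3 receptor; B-score is computed from the integrated fluorescence ratio over baseline after carbachol; higher B-score means a larger calcium signal and so more RGS4 inhibition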
Target sequence (P49798 whole entry, looked up): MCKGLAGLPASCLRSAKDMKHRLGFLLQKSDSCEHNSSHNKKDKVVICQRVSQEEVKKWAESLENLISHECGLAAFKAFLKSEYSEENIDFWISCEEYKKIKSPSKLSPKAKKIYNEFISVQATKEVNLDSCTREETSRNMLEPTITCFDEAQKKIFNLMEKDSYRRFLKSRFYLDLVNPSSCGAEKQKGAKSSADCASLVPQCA
KCNQ1 inh = inhibitors of human KCNQ1 channel, primary screen, cell-based, thallium flux, high-throughput. CHO-K1 KCNQ1, FluxOR thallium flux fluorescence; active compounds read high. B-score at 10 µM. 1.3% of 310,000 active. AID 2642, 2010;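 active = compounds whose thallium flux B-score, printed positive for inhibition, exceeds three library SD while starting fluorescence stays within three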;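 note: channel opened by potassium depolarization with thallium stimulus after 20 min compound exposure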
hERG protect = hERG rescue from dofetilide block, primary screen, cell-based, CHO-hERG, FluxOR thallium flux, dofetilide IC70 | activation (rescue from dofetilide block), less the hit threshold, % at 10 µM | 0.51% of 310,000 active | Voltage-gated inwardly rectifying potassium channel KCNH2 (Homo sapiens), Q12809 | dofetilide IC70 present;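 active = activation above the mean of controls blocked by dofetilide plus 5 SD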;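 note: thallium influx through hERG after potassium depolarization seen as dye fluorescence rise; in these data hits start at about 4.7%; inactives centre near -7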
RGS4 pot = RGS4 potentiators or activators, primary screen, cell-based, HEK293 M3R inducible RGS4, calcium flux | carbachol calcium flux Fluo4; active compounds read low | B-score at 10 µM | 0.92% of 310,000 active | AID 463111, 2010;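 active = B-score of the integrated calcium signal more than 4 SD below the library mean, with starting fluorescence not abnormally high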;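 note: negative B-score means reduced calcium response which marks RGS4 activation or potentiation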
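Material: M3R-expressing HEK293 line, RGS4 induced by doxycycline | Schedule: Overnight RGS4 induction, 30 min dye load 37 °C, 20 min compound RT | Measured by: Fluo4 fluorescence kinetic imaging of calcium | Read-out: Integrated calcium ratio converted to B score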
PolyA inhibitor = polyadenylation inhibitors in yeast reporter cells, primary screen, luminescence, S. cerevisiae. 0.02% of 300,000 active. S. cerevisiae SKY197-pL101 polyadenylation reporter, beta-gal luminescence; efflux-impaired pdr1/pdr3 knockout yeast; score 100 = 6 SD above DMSO. AID 1875, 2009. calls only at 12 µM;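 active = lowest replicate activity score at least 50, where 100 means six control SD above control mean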;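 note: yeast exposed to compound for 9 h at 30 °C; higher score means more reporter readthrough which indicates perturbed polyadenylation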
KCNQ1 pot = potentiators or activators of KCNQ1 channel, primary screen, cell-based, thallium flux, high-throughput; AID 2648, 2010; 0.35% of 310,000 active; B-score at 10 µM; Potassium voltage-gated channel subfamily KQT member 1 (Homo sapiens), P51787; CHO-K1 KCNQ1, thallium flux FluxOR fluorescence; active compounds read high;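 active = fluorescence ratio B-score, a plate-corrected score, at least three library SD, with initial intensity B-score within 5 SD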
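Assay system: stable KCNQ1 CHO-K1 line; medium: assay buffer, equal DMSO in all wells; timing: 90 min dye loading and 20 min compound exposure, both at room temperature; technique: kinetic FluxOR thallium fluorescence, 10-s 1-Hz baseline, 110-s post-stimulus read; read-out basis: B score of baseline-normalized fluorescence ratio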
GSK3 alpha inh = blockers of GSK3A enzyme activity – biochemical, luminescence, cell-free homogeneous, HTS, primary screen; AID 2650, 2010; Glycogen synthase kinase-3 alpha (Homo sapiens), P49840; GSK-3 alpha kinase, ADP-Glo luminescence, 60 min; 0.1% of 320,000 active; inhibition, % at 10 µM;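 in the data active = inhibition above about 50%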;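 note: GST-tagged GSK-3 alpha with peptide substrate and 25 µM ATP; 0% = DMSO neutral wells and 100% = GW8510 positive control wells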
Numbers without * were called inactive; i = inactive; . = not tested or not shown.

SMILES	DYRK1A inh	KCNK3 inh	KCNK9 block	GSK3B inh	RGS4 block	KCNQ1 inh	hERG protect	RGS4 pot	PolyA inhibitor	KCNQ1 pot	GSK3 alpha inh
COc1cc(C(=O)NCc2nnc(SCC(=O)NC3CCCCC3)o2)cc(OC)c1OC	-6	i	i	.	i	i	-5	i	i	i	0
COCCN(C(=S)Nc1cccc(C)c1)C(C)c1cccnc1 (stereo not given)	-3	i	i	-2	i	i	-14	i	i	i	2
CCN(CC)S(=O)(=O)c1cccc(C(=O)NNC(=O)C2=NN(c3ccccc3)C(=O)CC2)c1	5	i	i	4	i	i	-5	i	i	i	-1
CCN(c1ccccc1)S(=O)(=O)c1ccc(Cl)c(NC(=O)COC(=O)c2ccc(Cl)c(N)c2)c1	0	i	i	-2	i	i	-5	i	i	i	-2
OC(COC(c1ccc(Cl)cc1)c1ccc(Cl)cc1)CN1CCc2ccccc2C1 (stereo not given)	1	i	-16*	8	i	i	-23	i	i	i	-2
Cc1ccc(CNC(=O)CN2C(C)CCCC2C)cc1 (stereo not given)	-2	i	i	1	i	i	-4	i	i	i	-8
Cc1ccc(Cl)c(OCC(=O)Nc2cccnc2)c1	4	i	i	3	i	i	-11	i	i	i	-2
OCCCN1CCN(CCCOc2ccccc2-c2ccccc2)CC1	-12	i	i	0	i	i	-8	i	i	i	2
CCOC(=O)c1cc(-c2ccccc2)sc1NC(=O)c1cc(OC)c(OC)c(OC)c1	6	i	i	-4	i	i	-5	i	i	i	0
CC(=O)COc1ccc2c(-c3ccccc3)cc(=O)oc2c1C	-6	i	i	-2	i	i	-6	i	i	i	-1
Cc1cc(C)n(-c2cc(N3CCN(C(=O)c4cccc(F)c4)CC3)ccc2[N+](=O)[O-])n1	3	i	i	3	i	i	0	i	i	i	0
COc1ccc(NC2CS(=O)(=O)CC2OC(=O)c2ccc(F)cc2)cc1 (stereo not given)	1	i	i	0	i	i	-13	i	i	i	0
CCN(CC)C(=O)c1ccc(S(=O)(=O)Cc2ccc(C)cc2)c([N+](=O)[O-])c1	-5	i	i	1	i	i	-8	i	i	i	2
O=C(CN1C(=O)c2cccc3cccc1c23)NCc1ccc2c(c1)OCO2	6	i	i	-3	i	i	-7	i	i	i	.
O=C(Cc1ccccn1)Nc1ccccc1	9	i	i	1	i	i	-17	i	i	i	-2
CCc1ccc(/C=C2\SC(=S)N(CCC(=O)N3CCN(C)CC3)C2=O)cc1	4	i	i	4	i	i	-5	i	i	i	-1
CN(/N=C/c1cc(Br)cc(Br)c1O)c1ccccc1	-2	i	i	-1	i	i	-7	i	i	i	12
COCCNC(=S)N=Nc1c(O)[nH]c2ccc([N+](=O)[O-])cc12	8	i	i	1	i	i	-7	i	i	i	0
CCOC(=O)c1c(C)[nH]c(C(=O)OCC(=O)c2ccc3c(c2)NC(=O)CO3)c1C	0	i	i	0	i	i	-14	i	i	i	-1
CC(C)C12CN3CC(C(C)C)(CN(C1)C3c1ccccc1O)C2=O (stereo not given)	-8	i	i	5	i	i	-21	i	i	i	-1
COC(=O)C1=C(N)Oc2cc(C)n(CC3CCCO3)c(=O)c2C1c1ccc(Cl)c(Cl)c1 (stereo not given)	-2	i	-9.1*	3	i	i	-13	i	i	i	-7
CC1=NNC(=O)C1Cc1c(Cl)cccc1Cl (stereo not given)	2	i	i	0	i	i	-1	i	i	i	-1
CCOC(=O)C1=NOC(CNC(=O)C2=NOC(CNC(=O)c3c(-c4ccccc4Cl)noc3C)C2)C1 (stereo not given)	8	i	i	2	i	i	-7	i	i	i	0
O=CNCc1nc2ccccc2n1CCCc1ccccc1	7	i	i	0	i	i	-8	i	i	i	0
COCCN(C(=O)CSCC(=O)Nc1cccc(C)c1)c1c(N)n(Cc2ccccc2)c(=O)[nH]c1=O	3	i	i	-2	i	i	-14	i	i	i	0
CCN(CC)CCCNC(=O)CN1C(=O)CSc2ccc(S(=O)(=O)N3CCOCC3)cc21	-1	i	i	1	i	i	-6	i	i	i	-1
Cc1ccc(NC(=O)C2=C(O)CCn3c2nc2ccccc23)cc1	-3	i	i	0	i	i	-8	i	i	i	0
COc1ccc(N)cc1C#N	-9	i	i	0	i	i	1	i	i	i	5
NS(=O)(=O)c1ccc(CCNC(=O)c2ccccc2F)cc1	2	i	i	0	i	i	-4	i	i	i	-1
COc1cccc(C(=O)NCCCNC(=O)c2cccnc2)c1	0	i	i	-5	i	i	-7	i	i	i	0

Reprinted from the part before: two compounds; new compounds follow.
SMILES	DYRK1A inh	KCNK3 inh	KCNK9 block	GSK3B inh	RGS4 block	KCNQ1 inh	hERG protect	RGS4 pot	PolyA inhibitor	KCNQ1 pot	GSK3 alpha inh
NS(=O)(=O)c1ccc(CCNC(=O)c2ccccc2F)cc1	2	i	i	0	i	i	-4	i	i	i	-1
COc1cccc(C(=O)NCCCNC(=O)c2cccnc2)c1	0	i	i	-5	i	i	-7	i	i	i	0
CCc1ccc(CNC(=O)C2CCCN(c3nnc(C)c4c(C)n(-c5ccccc5)nc34)C2)cc1 (stereo not given)	0	i	i	3	i	i	-23	i	i	i	0
O/N=C/Cc1[nH]c2ccccc2c1-c1ccccc1	3	i	-9.1*	-3	i	i	-6	i	i	i	-2
CC(C)CCSc1nnc(N)s1	.	i	i	-28	i	i	-9	i	i	i	-1
CC(=O)c1ccc2c(c1)C1C=CCC1C(c1cc3c(cc1Br)OCO3)N2 (stereo not given)	14	i	-8.7*	0	i	8*	-22	i	i	i	-1
COc1ccccc1N1CCN(CC(=O)c2c(C)[nH]c3cc(C)ccc23)CC1	7	i	i	1	i	i	-2	i	i	i	-1
CC(C)Cc1cc(C(=O)NCCCN2CCOCC2)no1	10	i	i	1	i	i	-3	i	i	i	-1
COc1ccccc1CNC(=O)CSc1n[nH]c(N)n1	-1	i	i	2	i	i	-13	i	i	i	2
Cc1cccc(N2CC(c3nc4ccccc4[nH]3)CC2=O)c1 (stereo not given)	2	i	i	-3	i	i	-8	i	i	i	.
Cc1ccc(C2(C)NC(=O)N(CC(=O)NNC(=O)c3ccoc3C)C2=O)cc1 (stereo not given)	15	i	i	-1	i	i	-9	i	i	i	-1
Cc1[nH]n(-c2ccccc2)c(=O)c1C(=O)c1cccc(F)c1	-5	i	i	2	i	i	-5	i	i	i	-6
O=c1c2c([nH]c3ccc(Br)cc13)CCCC2	-8	i	i	-22	i	i	-9	i	i	i	-3
COc1cccc(-c2cc(C(=O)NCC3CCCO3)c3cc(Br)cc(C)c3n2)c1 (stereo not given)	-5	i	i	0	i	i	-1	i	i	i	-1
O=C(NCc1cccs1)C1CCN(S(=O)(=O)c2ccccc2F)CC1	3	i	i	-3	i	i	-8	i	i	i	-2
O=C(COC(=O)c1cccc([N+](=O)[O-])c1)NCc1cccs1	-2	i	i	1	i	i	-7	i	i	i	-1
O=C(NCCc1ccc([N+](=O)[O-])cc1)c1ccccc1	-2	i	i	8	i	i	-8	i	i	i	1
COc1ccccc1N1CCN(C(=O)c2cc(-c3ccc(F)cc3)[nH]c2C)CC1	2	i	i	0	i	i	-3	i	i	i	-2
C#Cc1ccc([C@@H]2C=C(C(=O)NCc3ccccc3)O[C@H](OCC)[C@H]2CCCO)cc1	5	i	i	0	i	i	-16	i	i	i	-6
CCOc1ccccc1N1CC(C(=O)N(CC)CC(=O)Nc2ccc3c(c2)OCCO3)CC1=O (stereo not given)	6	i	i	2	i	i	-18	i	i	i	2
COc1ccc(C(=O)NN)cc1COc1ccc(Br)cc1	-3	i	i	-2	i	i	-12	i	i	i	-3
COc1ccc(/C=N/OCC(=O)NC(c2ccccc2)c2ccccc2)c(OC)c1	-5	i	i	-2	i	i	-6	i	i	i	3
Cc1ccc(C)c(NC(=S)NC(C)C(c2ccccc2)N2CCN(C)CC2)c1 (stereo not given)	.	i	i	1	i	i	-19	i	i	i	1
CCC(C(=O)OCC(=O)Nc1cc(Cl)ccc1Cl)c1ccccc1 (stereo not given)	1	i	i	1	i	i	-5	i	i	i	-1
O=C(c1ccccc1F)N(Cc1ccc(F)cc1)C1CCS(=O)(=O)C1 (stereo not given)	1	i	i	-9	i	i	-6	i	i	i	-2
O=C(c1cc2c(=O)n3ccccc3nc2s1)N1CCN(c2cccc(Cl)c2)CC1	5	i	i	-3	i	i	-5	i	i	i	-1
COc1ccccc1NS(=O)(=O)c1ccc2ccccc2c1	11	i	i	8	i	i	-9	i	i	i	-3
O=C(NCc1ccc2c(c1)OCO2)C1CCC(CNc2c(N3CCCCC3)c(=O)c2=O)CC1 (stereo not given)	0	i	i	0	i	i	-4	i	i	i	-2
Cc1cc(S(=O)(=O)NCC2CCCO2)c(C)cc1Br (stereo not given)	-7	i	i	-1	i	i	-1	i	i	i	-4
O=C(CSc1nnnn1-c1ccccc1Cl)Nc1ccc2c(c1)OCCO2	15	i	i	5	i	i	-6	i	i	i	-2
CC(C)CNC(=S)NC1CC2CCCC(C1)N2Cc1ccco1 (stereo not given)	4	i	i	-5	i	i	-1	i	i	i	0
O=C(COc1ccc(S(=O)(=O)NC2CCCCC2)cc1)N1CCN(c2cccc(Cl)c2)CC1	-6	i	i	3	i	i	-14	i	i	i	.
CCNC(=O)Cn1cc(C(F)(F)F)cc(Cl)c1=O	-8	i	i	-2	i	i	-10	i	.	i	-1

Screening results deposited in PubChem by several laboratories.

Only part of the results is shown. The share of hits here may be higher or lower than overall.
